High-throughput results (PubChem)
GAA glycogen: inhibitors or activators of human alpha-glucosidase glycogen cleavage. Potency, µM (doses to about 76.4 µM), without a hit: at the top dose activity change, negative = inhibition, usual class: inhibitors. 300,000 compounds, 0.38% hits. recombinant GAA, glycogen substrate, Amplex Red glucose oxidase fluorescence. AID 2100. P10253;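 also: 0% = full enzyme reaction and -100% = no-enzyme basal signal; the screen sought inhibitors and activators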
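qHTS, 1536-well; enzyme 4 nM final; cpd up to 77 uM; substrate bovine liver glycogen 30 ug; 50 mM citrate/phosphate pH 5.0, 0.01% Tween-20; 37 C, 40 min; Amplex Red detection 45 min RT; Hill fit → AC50.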
GAA inhib: alpha-glucosidase (human) inhibition; P10253; purified human GAA, 4-MU-alpha-glucoside fluorescence; Potency, µM (series often up to 76.9 µM), for the others: at the highest dose activity change, negative = inhibition, actives largely listed as inhibitors; 200,000 compounds, 0.005% hits;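 also: plate controls were uninhibited enzyme wells for no effect and no-enzyme background for full effect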
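Enzyme (4 nM final) mixed with compound (up to 77 uM), then 4-MU-alpha-D-pyranoside (400 uM final) added; 20 min at room temperature, pH 5.0. Reaction stopped at pH 10, fluorescence read, AC50 derived by Hill fit.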
aGlu spleen mod: inhibits or activates alpha-glucosidase in human spleen homogenate; human spleen homogenate, 4-MU-alpha-glucoside fluorescence; Potency, µM (doses to about 79.9 µM), inactives show top-dose activity change, negative = inhibition, usual class: inhibitors; 240,000 compounds, 0.006% hits; AID 2112;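 also: 0% = enzyme with vehicle and -100% = no enzyme basal signal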
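AC50 values come from Hill-equation fits of concentration-response data, normalized to no-enzyme and full-activity controls. Enzyme source: 1 ug human spleen homogenate; 1 mM fluorogenic 4-MU glucoside, pH 5.0 citrate buffer, 37 C, 40 min.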
IMPase Li cell: membrane-permeable IMPase blocker, potentiated with lithium; CHO-M1 cells, IP1 TR-FRET (IP-One), carbachol + lithium; Potency, µM (top dose mostly 59.4 µM), for the others: top-dose activity, negative = IMPase inhibition, usual class: inhibitors; 210,000 compounds, 0.35% hits;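 also: IP1 builds up when IMPase is blocked and the TR-FRET signal falls; plate controls were basal vehicle for no effect and high inhibitor control for full effect; nearly all actives have a fitted effect of over 50% in size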
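Concentration–response in CHO-M1 cells, lithium-potentiated; 30 min at 37C. IP1 detected by competitive TR-FRET after 10 min lysis at RT. Hill-fitted AC50.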
HTT ATP protect: protects HTT-Q103 PC12 cells, measured by ATP; PC12 HTT-Q103 induced, cytoprotection, ATP luminescence, 40 h; Potency, µM (titrated, usually from 56.4 µM), for the others: cytoprotection (ATP increase), hits mostly activators; 230,000 compounds, 0.14% hits;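 also: % of control where 0% means no effect; nearly all actives have a fitted effect of over 45% in size; toxic huntingtin expression switched on by the ecdysone agonist tebufenozide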
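Compounds were screened for protection of PC12 cells against cell death after tebufenozide induction (100 nM final) of mutant Huntingtin exon 1 (Q103) fused to GFP.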
HttQ103 aggreg: inhibitors of mutant huntingtin aggregate formation in PC12 cells; Potency, µM (doses to about 46.1 µM), inactives show top-dose activity change, negative = inhibition, most hits filed as inhibitors; AID 1688; PC12 HttQ103-GFP aggregates, Acumen cytometry, 40 h; 220,000 compounds, 1.1% hits; also: % is scaled to controls: 0 for no effect and ±100 for the full control effect; nearly all actives have a fitted effect of over 60% in size
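Ecdysone-promoter PC12 model expressing HTT exon 1 Q103 fused to GFP, induced by tebufenozide at 100 nM final. Compounds titrated; aggregates sized 1–25 µm scored on a 488 nm laser cytometer.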
GoLoco inh red: blocks human Gai1 binding to RGS12 GoLoco peptide, red readout | 230,000 compounds, 0.44% hits | Gai1:RGS12 GoLoco peptide FP, rhodamine, 10 min | Potency, µM (series often up to 61.6 µM), without a hit: top-dose activity, negative = inhibition, usual class: inhibitors; active = well fitted inhibition curve with a large enough effect, not every such curve was filed as active; inactive = no such curve, though single readings can be large or run the other way; also: % is scaled to controls: 0 for no effect and ±100 for the full control effect; nearly all actives have a fitted effect of over 30% in size; many of its hits are not listed in these tables
Target sequence (P63096 whole entry, looked up): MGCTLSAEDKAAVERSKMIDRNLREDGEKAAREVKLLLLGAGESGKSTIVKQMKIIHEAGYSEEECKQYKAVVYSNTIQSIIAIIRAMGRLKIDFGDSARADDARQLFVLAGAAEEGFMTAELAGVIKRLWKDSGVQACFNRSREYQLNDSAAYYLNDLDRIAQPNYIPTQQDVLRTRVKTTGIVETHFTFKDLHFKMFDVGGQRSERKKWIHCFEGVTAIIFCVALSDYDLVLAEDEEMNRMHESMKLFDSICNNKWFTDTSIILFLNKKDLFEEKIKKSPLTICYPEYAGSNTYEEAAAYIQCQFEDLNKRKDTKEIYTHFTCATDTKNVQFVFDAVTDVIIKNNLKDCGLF
Numbers without * were called inactive; ? = inconclusive; nt = not tested or not shown; & = joins results of further samples; [ ] = another dose, or the depositor's remark. Unless noted, calls follow the shape of the dose curve; as a rule, active = well fitted curve in the direction sought with a large enough effect; inconclusive = small, poorly fitted or top-dose-only effect, or another doubt; inactive = no such curve, though single readings can be large; an effect the other way counts as inactive or inconclusive. Potency is read from the fitted curve at half-maximal effect.

SMILES | GAA glycogen | GAA inhib | aGlu spleen mod | IMPase Li cell | HTT ATP protect | HttQ103 aggreg | GoLoco inh red
O=c1c2ccccc2cnn1Cc1n[nH]c(=S)n1-c1ccccc1 | 2% | 6% | 3% | -3% | 3%[10 µM] | 0% | 6%
O=Cc1ccc(-c2ccccc2OC(F)(F)F)o1 | -2% | -2% | -4% | -2%[38.3 µM] | 6%[10 µM] | 6% | -3%
COc1ccc(/C=C\C(=O)c2c(O)ccc3c(C)cc(=O)oc23)cc1OC | -8% | ? | -19% | 37%[activator][38.3 µM] | -3% | ? | 30%
Cc1ccc(-n2c(-c3ccccc3)n[nH]c2=S)cc1 | -24% | -1% | -3% | -15% | 21%[1.9 µM] | -23% | -10%
O=C(CSc1ccccn1)c1ccc2c(c1)OCO2 | 0% | 2% | -3% | 15%[38.3 µM] | 16%[10 µM] | -4% | 12%
CCOc1cc(CNCCO)cc(Br)c1OCc1cccs1 | -5% | -3% | -8% | 6%[38.3 µM] | -2% | 1% | 2%
O=S(=O)(c1ccc2c(c1)nc1n2CCC1)N1CCOCC1 | 1% | 3% | 8% | 13% | 19%[1.9 µM] | -18% | 8%
CC(C)=CCC(C)(C)C1OCCN1C(=O)Nc1ccccc1 (centres undefined) | -3% | -14% | -5% | 6%[38.3 µM] | 4%[10 µM] | 3% | 5%
CCc1nc2ccccc2c2nc3ccccc3n12 | -15% | -4% | 1% | -16%[38.3 µM] | -10%[10 µM] | -9% | 3%
O=C(O)CNC(=O)CC12CC3CC(CC(C3)C1)C2 | -8% | -10% | -3% | -2%[38.3 µM] | 4% | 4% | 0%
N#CCCn1cc(C(=O)NCc2ccccc2)c(-c2cccs2)n1 | 5% | 1% | 6% | -2% | -38%[inhibitor] | -14% | -4%
COc1cccc(C2CC(c3ccc(Cl)cc3Cl)n3nc(N)nc3N2)c1 (centres undefined) | -6% | -24%[15.4 µM] | -5% | 5%[38.3 µM] | -4% | 11% | -2%
Cc1nc(NC2CCCCC2)c2nc(-c3ccccc3)n(CC3CCN(C)CC3)c2n1 | nt | nt | 1% | -8% | -63%[inhibitor] | nt | -6%
O=C(NC(=S)NCc1cccnc1)c1cccc2ccccc12 | -12% | -3% | -1% | 7% | nt | nt | 1%
O=C(CNC(=O)c1ccccc1)N/N=C/c1ccc([N+](=O)[O-])o1 | -5% | -6% | -2% | -1% | -27%[10 µM] | -27%[9.22 µM] | 9%
CCCOc1ccc(N2CC(C(=O)NC3=NCCS3)CC2=O)cc1 (centres undefined) | 1% | 0% | 0% | -6% | -12% | -16% | -1%
CCc1nnc(NC(=O)C2CC(=O)N(CCc3ccccc3)C2)s1 (centres undefined) | -4% | 9% | -1% | -13%[38.3 µM] | -6%[10 µM] | 9% | -5%
CC(C)C(C(=O)Nc1nccs1)c1ccc(Cl)cc1 (centres undefined) | -3% | 0% | -13% | 17% | 1%[10 µM] | -25% | 7%
COc1ccc(NC(=O)CSc2nnnn2-c2ccc(OC)cc2)cc1 | 10% | -5% | -6% | 23%[38.3 µM] | 12% | 5% | 7%
COc1ccc(C)cc1NC(=O)COC(=O)C1CCN(C(=O)c2ccc(Cl)cc2)CC1 | -8% | 2% | 7% | 9% | 8% | 3% | 11%
CCOC(=O)C(C)Sc1nnc(-c2c[nH]c3ccccc23)n1C (centres undefined) | 8% | 0%[15.4 µM] | 1% | -10%[38.3 µM] | -15% | -8% | 6%
CNc1nc(-c2c(C)noc2C)nc2ccccc12 | nt | nt | 8% | -1% | 3% | nt | 5%
CCCC1=C(C(=O)OCC)C(c2ccco2)C(C#N)=C(N)O1 (centres undefined) | -22% | 1% | 0% | -11% | -27% | 7% | 3%
COc1ccccc1CNC(=O)N[C@@H](Cc1ccccc1)C(=O)O | -6% | ? | -1% | -1% | 26%[10 µM] | -17% | 10%
COC(=O)c1ccc(CSc2nnc(CS(=O)Cc3ccc(Br)cc3)n2-c2ccccc2)cc1 (centres undefined) | -4% | ? | 8% | 8% | nt | 2% | 1%
C=CCNC(=O)/C(C#N)=C/c1c(C)nn(-c2ccccc2)c1Cl | -3% | 8% | 6% | 4% | -4%[10 µM] | 9% | 8%
CCCn1cnc2cc(NCc3ccccn3)ccc21 | -7% | 0%[15.4 µM] | 2% | 3%[38.3 µM] | -61%[inhibitor] | ? | 3%
CCOC(=O)c1[nH]c(C)c(C(=O)Nc2ccc(Cl)cc2)c1C | -5% | -1% | -1% | -2% | 10%[10 µM] | 27% | 18%
CCN1C(=O)C2C(c3ccccc3F)NC(Cc3ccc(O)cc3)(C(=O)OC)C2C1=O (centres undefined) | 4% | 7% | 1% | -4%[38.3 µM] | 3%[10 µM] | -9% | -7%
CCCSc1nc(SCC(=O)NCc2ccccc2)c2c3c(sc2n1)COC(C)(C)C3 | 11% | -4% | 0% | 10µM* | -21% | 14% | 19%
N#CC1=C(SCC(=O)NCc2ccccc2)NC(=O)CC1c1ccco1 (centres undefined) | -10% | 9% | 2% | 37%[38.3 µM] | 22%[10 µM] | 21% | 1%
Cc1ccc(C(=O)N/N=C\c2sccc2C)cn1 | -7% | 4% | 6% | 29% | -110%[inhibitor] | -4% | 7%
CCOC(=O)c1c(NC(=O)Cc2cccs2)sc(C(=O)NC2CCCCC2)c1C | 7% | -2% | -2% | ? | -34% | -8% | -9%
N#Cc1nc(COc2ccc(-c3ccccc3)cc2)oc1NCCCN1CCOCC1 | 2% | -3% | -2% | 21%[38.3 µM] | -63%[inhibitor] | -23% | 8%
O=C(Nc1ccccc1)C1=C[C@@H](c2coc3ccccc3c2=O)C[C@@H](OCc2ccc(CO)cc2)O1 | 5% | nt | -6% | 6% | 30%[10 µM] | 8%[9.22 µM] | 5%
Cc1cc(C)c(NS(=O)(=O)c2ccc(NC(=O)CCC(=O)O)cc2)c(C)c1 | 8% | 0% | -28% | -8% | -13% | 1% | 5%
COC(=O)c1sc(N2C(=O)C(=O)/C(=C(/O)c3ccccc3)C2c2ccco2)nc1C (centres undefined) | 9% | -11% | 2% | -18% | nt | 12% | 14%
Cc1cc(C)c(C#N)c(SCC(=O)Nc2ccccc2C(N)=O)n1 | 4% | 2% | 10% | -6%[38.3 µM] | -100%[inhibitor][10 µM] | -5% | -4%
Cc1cc(OCC(O)CN2C(C)CCCC2C)ccc1C(C)C (centres undefined) | 12% | 11% | 3% | 16% | -42%[10 µM] | -21%[9.22 µM] | -4%
O=C1/C(=C/c2cccs2)SC(=S)N1c1cccc(O)c1 | -10% | nt | 0% | nt | 18%[10 µM] | 22%[9.22 µM] | -60%
Cc1ccc2nc(SCC(=O)Nc3ccc(F)cc3F)[nH]c2c1 | 1% | ? | 3% | -3% | -15% | 4% | 16%
O=c1ncn(-c2cccc(F)c2)c2ncccc12 | 8% | -17% | 4% | 13%[38.3 µM] | 3% | 23% | -12%
O=c1c(-c2cc(F)cc(F)c2)nc2cnc(N3CCOCC3)nc2n1Cc1cccs1 | nt | nt | -6% | 2% | -55%[inhibitor] | nt | -5%
COc1ccc(CCN2CCC(Nc3nc4ccccc4n3Cc3ccc(F)cc3)CC2)cc1 | 7% | ? | -12% | 23%&14%&27%&25%&16% | -178%[inhibitor] | ? | 13%
Cc1ccc(CNC(=O)C2CCN(S(=O)(=O)N3CCCCC3)CC2)cc1 | -2% | -2% | -1% | -2% | -26% | 1% | 3%

Ordered by the number under GoLoco inh red (low to high): four from the list above.
SMILES,GAA glycogen,GAA inhib,IMPase Li cell,HttQ103 aggreg,GoLoco inh red
O=C1/C(=C/c2cccs2)SC(=S)N1c1cccc(O)c1,-10%,nt,nt,22%[9.22 µM],-60%
Cc1cc(OCC(O)CN2C(C)CCCC2C)ccc1C(C)C (centres undefined),12%,11%,16%,-21%[9.22 µM],-4%
N#CC1=C(SCC(=O)NCc2ccccc2)NC(=O)CC1c1ccco1 (centres undefined),-10%,9%,37%[38.3 µM],21%,1%
Cc1cc(C)c(NS(=O)(=O)c2ccc(NC(=O)CCC(=O)O)cc2)c(C)c1,8%,0%,-8%,1%,5%

Next part:
SMILES | GAA glycogen | GAA inhib | aGlu spleen mod | IMPase Li cell | HTT ATP protect | HttQ103 aggreg | GoLoco inh red
COc1cc(C2CC(=O)Oc3cc(O)ccc32)cc(OC)c1OC (centres undefined) | nt | nt | 3%[119 µM] | -6% | -17% | nt | 8%[88.7 µM]
COc1ccc(C(=O)NCc2ccc(N3CCN(C(=O)OC(C)(C)C)CC3)cc2)cc1 | -22% | -5% | -17% | 4% | 17%[10 µM] | -7% | -9%
CCOC(=O)N1CCN(C(=O)C(NC(=O)c2ccc(CC)cc2)C(C)C)CC1 (centres undefined) | 2% | 2% | 5% | 24%[38.3 µM] | -43%[inhibitor] | -7% | -11%
CCC(=O)N1CCCc2cc(S(=O)(=O)N3CCCc4ccccc43)ccc21 | -8% | -9% | -9% | 26%[38.3 µM] | 4% | -23% | 7%
CCN(CCNC(=O)C1CCCN(S(=O)(=O)c2cnc[nH]2)C1)c1ccccc1 (centres undefined) | 13% | -5% | 6% | 1%[38.3 µM] | -20% | -8% | -23%
COC(=O)CNC(=O)COC(=O)c1cc(F)c(F)cc1Cl | ? | 3% | 2% | 13%[38.3 µM] | 5% | -1% | 0%
O=C(NCCC1=CCCCC1)C1CCC(CNc2c(N3CCCC3)c(=O)c2=O)CC1 (centres undefined) | 0% | nt | 1% | nt | 10%[10 µM] | 6%[9.22 µM] | -1%
C=CCn1c(SCC(=O)c2c(C)[nH]c3ccccc23)nnc1-c1ccncc1 | -10% | ? | -13% | -11% | -6% | 17% | -1%
CC1Cc2ccccc2N1C(=O)Cn1cnc2ccccc21 (centres undefined) | -4% | -6% | 0% | -3% | ? | ? | 14%
COc1ccc2nc(SCC(=O)Nc3c(C)cc(C)cc3C)[nH]c2c1 | -1% | -3% | -6% | 4%[38.3 µM] | -7% | -7% | 3%
CCn1c(-c2csc3c2CCC(C)C3)n[nH]c1=S (centres undefined) | ? | 4% | 6% | 5% | 10%[10 µM] | 5% | 13%
Cc1ccc(NS(=O)(=O)c2ccc(CCC(=O)NCCCOC(C)C)cc2)cc1 | 2% | ? | -1% | 1% | nt | 3% | 4%
CSc1nc(-c2ccccc2)nc(NC(C)=O)c1C(C)=O | -15% | -6% | 1% | -2% | -20% | 5% | 8%
Cc1cc(C)n(-c2ncnc3c2oc2ccccc23)n1 | 1% | -4% | -6% | 3%[38.3 µM] | -10% | -5% | 8%

Record cards (already shown). Screens in order: GAA glycogen, GAA inhib, aGlu spleen mod, IMPase Li cell, HTT ATP protect, HttQ103 aggreg, GoLoco inh red
`CSc1nc(-c2ccccc2)nc(NC(C)=O)c1C(C)=O` reads -15%, -6%, 1%, -2%, -20%, 5%, 8%
`C=CCn1c(SCC(=O)c2c(C)[nH]c3ccccc23)nnc1-c1ccncc1` reads -10%, ?, -13%, -11%, -6%, 17%, -1%

The list is partial, so the mix of outcomes need not match the whole.
